# D1 potentiator: potentiators of human D1 dopamine receptor; HEK293 TREx D1 cells, calcium flux, dopamine EC20 potentiation; potentiation, % at 10 µM; actives 0.036% (n = 360,000); AID 504651; in the data active means potentiation above about 30%; further: 0% is about no effect
# Glioma ERSR ind: inducers of ER stress response in human glioma cells; U87-MG GRP78 promoter luciferase reporter, 16 h; actives 0.02% (n = 420,000); Potency, µM, inactives show top-dose activation, hits mostly activators; AID 602332; further: potency means the concentration at half of the fitted maximal effect; series mostly up to about 76 µM; % of control where 0% means no effect; nearly all actives have a fitted effect of over 35% in size
#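 Stably transfected U87-MG glioma cells carrying a GRP78-based luciferase sensor; 16 h compound incubation. Luminescence end-point read 10 min after Bright-Glo addition at room temperature.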
# D2 potentiator: D2 dopamine receptor (human) potentiation | P14416 | HEK293 T-REx D2, calcium flux, EC20 dopamine potentiation | actives 0.34% (n = 340,000) | potentiation, % at 10 µM;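 active means potentiation over 3 SD above the plate norm, cut at about 30% in these data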; further: 0% is about no effect
#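 Tetracycline-induced Hek293 Trex D2 cells, force-coupled to calcium, loaded with no-wash calcium dye. Compound added with 180 s kinetic read for agonism, then EC20 dopamine and a further 180 s read for potentiation.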
# D1 antag: antagonists of human D1 dopamine receptor; HEK293 TREx D1 cells, calcium flux, dopamine EC80; stronger effect = lower value; activity change, negative = inhibition, % at 10 µM; actives 3.2% (n = 360,000); in the data active means activity change below about -30%; further: on the % scale 0 is the no-effect control and ±100 the full control effect
#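 Calcium flux readout: force-coupled, inducible Hek293 Trex D1 line, cells induced overnight at 30 C with tetracycline, dye-loaded 30–90 min at RT. Antagonism scored against EC80 dopamine challenge given 180 s after compound.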
# D1 agonist: human D1 receptor agonism; P21728; HEK293 T-REx D1 cells, calcium flux, agonist mode; activation, % at 2 µM; actives 1% (n = 360,000); in the data active means activation above about 30%; further: 0% is about no effect
#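 Agonism was scored from calcium flux recorded over 180 s (1 read/s) after pintool compound addition, following a 10-cycle baseline. Cells were inducible force-coupled HEK293 TREx D1, plated overnight at 30 C and loaded with no-wash calcium dye.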
# Vif-A3G inh: blocks the Vif interaction with human APOBEC3G; actives 0.076% (n = 410,000); HeLa A3G-eYFP + Vif (tagged APOBEC3G with the HIV-1 protein that degrades it), YFP fluorescence, overnight; Potency, µM (doses to about 46.1 µM), for inactives: at the highest dose activity, negative = active, hits mostly inhibitors; AID 602310; Q9HC16;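 further: potency means the concentration at half of the fitted maximal effect; on the % scale 0 is the no-effect control and ±100 the full control effect; nearly all actives have a fitted effect of over 60% in size; hits raise eYFP signal because A3G escapes Vif-driven loss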
#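 HeLa cells stably expressing Vif and C-terminally eYFP-tagged A3G, seeded overnight at 37 deg C, then exposed to compound by pintool overnight at 37 deg C. Rise in yellow fluorescence (Ex 488/Em 500-530, Acumen) marks blocked Vif-driven A3G degradation.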
# RXFP1 antag: blocks the human relaxin receptor RXFP1. Q9HBX9. HEK293-RXFP1, relaxin-stimulated cAMP HTRF, 30 min; stronger effect = lower value. activity change, negative = inhibition, % at 57.5 µM. actives 0.59% (n = 350,000). AID 1259400;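 active means activity change of -60% or lower, but not beyond a set lower limit; inconclusive means change between -60% and -40%, or beyond the set limit; inactive means change above -40%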; further: on the % scale 0 is the no-effect control and ±100 the full control effect
# Target sequence (Q9HBX9 whole entry, looked up): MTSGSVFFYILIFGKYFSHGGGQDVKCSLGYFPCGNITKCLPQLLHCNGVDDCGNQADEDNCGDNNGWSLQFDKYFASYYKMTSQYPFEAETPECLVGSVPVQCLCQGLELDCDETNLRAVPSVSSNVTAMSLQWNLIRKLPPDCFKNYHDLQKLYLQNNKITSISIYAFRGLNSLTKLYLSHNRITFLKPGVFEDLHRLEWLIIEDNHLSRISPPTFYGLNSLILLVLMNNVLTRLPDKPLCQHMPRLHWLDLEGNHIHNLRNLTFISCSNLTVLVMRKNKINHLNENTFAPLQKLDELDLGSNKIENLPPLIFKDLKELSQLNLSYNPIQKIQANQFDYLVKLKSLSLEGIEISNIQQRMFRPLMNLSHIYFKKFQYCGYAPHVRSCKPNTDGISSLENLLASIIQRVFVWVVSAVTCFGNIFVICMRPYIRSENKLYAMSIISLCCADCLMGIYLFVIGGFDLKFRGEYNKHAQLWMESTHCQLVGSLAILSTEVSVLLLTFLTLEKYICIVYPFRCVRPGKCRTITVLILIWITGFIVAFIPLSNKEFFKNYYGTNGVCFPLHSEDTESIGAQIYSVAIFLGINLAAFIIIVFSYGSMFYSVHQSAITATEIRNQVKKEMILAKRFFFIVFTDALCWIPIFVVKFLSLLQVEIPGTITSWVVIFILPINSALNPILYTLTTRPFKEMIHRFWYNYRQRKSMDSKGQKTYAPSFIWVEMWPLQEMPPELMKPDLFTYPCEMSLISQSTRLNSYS
# Vif-A3F inh: blocks the Vif interaction with APOBEC3F; HeLa A3F-eYFP + Vif (tagged APOBEC3F with the HIV-1 protein that degrades it), YFP fluorescence increase; Potency, µM (titrated, usually from 46.1 µM), without a hit: at the highest dose activity, negative = active; actives 0.2% (n = 390,000); further: potency means the concentration at half of the fitted maximal effect; % of control where 0% means no effect; nearly all actives have a fitted effect of over 65% in size
#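 Fluorescence increase (Ex 488/Em 500-530) after overnight compound treatment at 37 deg C flags inhibition of Vif-driven A3F-eYFP loss in stable HeLa A3F-eYFP/Vif cells seeded overnight beforehand.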
# RXFP1 ag: activates the human relaxin receptor RXFP1. Potency, µM (doses to about 57.5 µM), inactives show at the highest dose activation, actives largely listed as activators. Q9HBX9. AID 2676. HEK293T-RXFP1 cAMP TR-FRET, 30 min; response scale: percent of porcine relaxin response, buffer zero. actives 0.3% (n = 370,000); further: potency means the concentration at half of the fitted maximal effect; on the % scale 0 is the no-effect control and ±100 the full control effect; nearly all actives have a fitted effect of over 60% in size; many of its hits are not listed in these tables
#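 Agonist response is measured as cAMP accumulation in an RXFP1-transfected HEK293T line under PDE4 inhibition. Values are scaled between buffer-only and 29 nM porcine relaxin, and EC50s come from standard Hill equation fits.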
# * = called active by the depositor; ? = inconclusive; . = not tested or not shown; & = joins results of further samples. Unless noted, the call rests on the fitted dose curve; in most records, active means well fitted curve in the direction sought with a large enough effect; inconclusive means small, poorly fitted or top-dose-only effect, or another doubt; inactive means no such curve, though single readings can be large; an effect the other way counts as inactive or inconclusive.
SMILES,D1 potentiator,Glioma ERSR ind,D2 potentiator,D1 antag,D1 agonist,Vif-A3G inh,RXFP1 antag,Vif-A3F inh,RXFP1 ag
COc1ccc(-n2cnnc2SCC(=O)N2CCN(S(=O)(=O)c3ccccc3)CC2)cc1,-1.0,0.9%,11.6,10.1,0.3,0.2%,-4.9,-0.5%,3.6%
Cc1nc2scc(C)n2c(=O)c1S(=O)(=O)Nc1ccc(N2CCN(C(=O)C(C)C)CC2)cc1,-4.2&-0.3,-2.9%&3.2%,0.6&-3.0,9.8&3.1,1.9&3.1,-4.0%&-4.4%,8.6&-0.7,0.6%&2.7%,4.8%&6.5%
CC1=C(C(=O)OC(C)C)[C@@H](c2ccc(C)o2)NC(=O)N1,-4.5,-2.7%,20.9,7.1,-1.2,1.0%,-32.3,8.0%,2.5%
Cc1ncc([N+](=O)[O-])n1CC(C)O (stereo not given),-1.0&-3.4,-2.9%&-3.6%,1.9&17.5,0.8&2.4,0.7&-0.8,-1.1%,1.2,-8.3%,-1.1%&-0.7%
Cc1cccc(N2CCN(S(=O)(=O)c3cccs3)CC2)c1C,-8.1,-5.6%,2.4,-0.8,3.0,-0.8%,2.5,-8.0%,2.4%
O=C(/C(=C/c1cccc(Cl)c1)c1nc2ccccc2[nH]1)c1ccccc1,0.8,-6.6%,-6.2,3.7,9.0,?,1.2,-8.1%,-0.6%
Cc1ccccc1NC(=O)CSc1nc2ccc(NC(=O)COc3ccccc3F)cc2s1,-2.1,-5.3%,9.4,0.3,4.9,-23.0%,.,-8.2%,0.1%
CC(C)CN1C(=O)c2ccc(C(=O)NCc3ccc4c(c3)OCO4)cc2C1=O,-2.1,-3.5%,2.2,-10.2,2.5,-5.4%,14.3,1.8%,-0.2%
Cc1[nH]nc(SCC(=O)NCCc2ccccc2)c1[N+](=O)[O-],1.5,-0.9%,-2.1,18.2,1.0,7.1%,1.3,-22.9%,-1.6%
COc1ccccc1CNc1ccc(-c2nc(-c3ccncc3)no2)cc1[N+](=O)[O-],-0.9,-3.7%,11.4,14.5,6.6,-0.1%,.,-7.7%,1.3%
COc1ccc(CNC(=O)C2CCN(S(=O)(=O)N3CCCCC3)CC2)cc1,-13.0,1.2%,-9.9,-19.0,6.4,5.3%,18.6,-10.8%,-1.9%
CCOc1ccc(N(CC(=O)NCc2ccc(Cl)cc2)S(=O)(=O)c2ccccc2)cc1,2.3,-2.7%,4.0,7.6,5.5,-7.2%,-8.5,11.1%,-1.1%
[O-][n+]1ccc(CC(O)(C(F)(F)F)C(F)(F)F)cc1,.,-4.4%,.,.,.,2.0%,3.7,1.9%,.
O=C(Nc1ccccc1C(=O)Nc1ccccn1)c1ccc([N+](=O)[O-])cc1,0.0,-3.2%,8.9,9.5,0.2,-7.1%,-2.9,5.1%,0.4%
O=C(O)C(Cc1ccccc1)NS(=O)(=O)c1ccc2c(c1)OCCO2 (stereo not given),-2.6,-0.4%,7.3,22.2,-1.5,-0.5%,5.1,-1.9%,-0.7%
COc1cccc(C2CC(=O)Nc3cc(OC)c(OC)c(OC)c32)c1OC (stereo not given),1.1,-1.6%,-14.2,3.1,3.2,-7.7%,-4.8,-13.8%,1.3%
COCCn1c(C)cc(C(=O)COC(=O)c2ccc(NC(=O)CC#N)cc2)c1C,9.1,-2.7%,1.1,1.1,2.5,-7.3%,-6.0,1.0%,-0.3%
COc1ccccc1P(=O)(c1ccccc1)c1ccccc1,5.4,-2.3%,17.7,-0.6,2.5,-1.7%,0.5,-1.3%,-3.6%
O=C(N=C1SC2CS(=O)(=O)CC2N1Cc1ccc(Cl)cc1)C1CC1 (stereo not given),-0.3,-7.4%,-4.7,-0.8,1.1,-4.1%,3.5,-0.5%,2.9%
Cc1noc(C)c1C(=O)Nc1cccnc1,-2.4,0.1%,-1.4,-12.6,1.8,4.2%,6.7,-15.6%,-1.0%
O=C(CCNC(=O)c1ccco1)Nc1ccc(OC(F)(F)F)cc1,-2.9,-0.8%,-8.2,-27.1,2.9,1.4%,-5.4,-1.0%,2.4%
COc1ccc(-c2noc(CNC(=O)Nc3ccc(F)cc3)n2)cc1,-5.5,-1.2%,.,.,1.7,1.7%,-28.5,1.6%,2.9%
CCCCc1ccc(NC(=O)C(C)CC)cc1 (stereo not given),10.4,-1.1%,13.3,2.2,0.0,-0.7%,-23.5,-0.3%,-0.1%
CCCN(CC(=O)Nc1ccccc1OC)C(=O)CSC(=S)N1CCCC1,-3.0,-0.5%,0.9,2.3,1.2,-0.7%,3.2,-10.7%,0.7%
CCC(=O)Nc1ccc(NC(=O)CN2CCCC(C)C2)c(Cl)c1 (stereo not given),-2.2,1.9%,-1.1,13.9,0.2,-0.6%,4.5,0.3%,0.3%
O=C(CCCC(=O)OCC(Cl)=C(Cl)Cl)Nc1cccc(F)c1,-0.4,-0.6%,1.3,2.8,0.1,-1.0%,-12.1,6.8%,2.0%
COc1ccc(-c2c(C)[nH]n3c(=O)c(Cc4ccccc4)c(C)nc23)cc1OC,2.3,-0.6%,-29.3,7.7,1.2,4.7%,8.3,5.8%,0.8%
COc1ccc(NC(=O)CS(=O)(=O)Cc2nc(-c3ccc(C)cc3)oc2C)cc1,3.6,1.5%,-3.6,-4.4,4.8,-7.0%,-10.5,-8.9%,1.5%
Cc1ccc(-c2csc(NC(=O)c3cnccn3)n2)cc1C,0.5,2.0%,5.3,9.4,-0.2,-0.5%,-10.2,-18.1%,0.2%
CCN(Cc1ccccc1)c1ccc(/C=N/NS(=O)(=O)c2cccc([N+](=O)[O-])c2)cc1,3.5,-3.0%,-0.8,4.9,-1.8,-5.9%,-1.6,-11.5%,1.1%

# Sorted by the number under Glioma ERSR ind (ascending): 3 from the list above.
canonical_smiles	Glioma ERSR ind
COc1ccccc1P(=O)(c1ccccc1)c1ccccc1	-2.3%
O=C(CCNC(=O)c1ccco1)Nc1ccc(OC(F)(F)F)cc1	-0.8%
CCCN(CC(=O)Nc1ccccc1OC)C(=O)CSC(=S)N1CCCC1	-0.5%

# (further entries)
SMILES,D1 potentiator,Glioma ERSR ind,D2 potentiator,D1 antag,D1 agonist,Vif-A3G inh,RXFP1 antag,Vif-A3F inh,RXFP1 ag
Cc1cc(=O)[nH]c(COc2ccccc2)n1,-4.3,-4.6%,2.8,12.5,0.6,-0.1%,-2.8,9.4%,3.4%
CCOC(=O)N1CCC(=NNc2ncc(C(F)(F)F)cc2Cl)CC1,-6.5,1.1%,-3.4,6.2,3.2,0.2%,-7.6,6.7%,3.6%
CCOc1ccc(N2CC(C(=O)NCCN3C(=O)S/C(=C\c4ccc(OC)c(OC)c4)C3=O)CC2=O)cc1 (stereo not given),2.3,-7.0%,20.5,-6.3,-1.5,-8.7%,-0.7,0.6%,-1.5%
O=c1c(C=Nc2cccc(C(F)(F)F)c2)c[nH]n1-c1cccc(Cl)n1,-4.3,-0.6%,-1.5,4.2,0.9,-3.6%,-11.7,-7.1%,-0.3%
C[C@H](O)CNC(=O)c1[nH]cnc1C(=O)Nc1ccc(CNC(=O)OC(C)(C)C)cc1,.,5.9%,.,.,.,7.8%,3.0,3.5%,.
COCCCNc1oc(-c2ccccc2OC)nc1C#N,-6.2,1.4%,15.1,-6.1,2.1,2.9%,-0.4,-21.8%,5.0%
CSc1ccc(Cl)c(C(=O)OCC(=O)N2CCN(C(=O)c3ccco3)CC2)c1,.,-1.1%,6.0,-9.2,4.7,-0.3%,-5.4,-1.3%,1.1%
Cc1ccc(S(=O)(=O)Cc2ccc(C(=O)N3CCC(C(N)=O)CC3)o2)cc1,2.9,-3.8%,-6.9,6.3,2.4,0.5%,7.0,-11.2%,0.8%
CSc1ccccc1C(=O)N1CCN(c2ccc(F)cc2)CC1,-2.2,-3.1%,-4.4,0.4,0.1,1.9%,0.9,-0.1%,-1.6%
Cc1cc(C)c2nc(N(CCN(C)C)C(=O)c3ccc4ccccc4c3)sc2c1,-8.3,-6.5%,.,-23.8,7.6,0.3%,-28.7,0.1%,3.0%
CCCCCCC(=O)Nc1nc(C)c(-c2csc(Nc3ccc(Cl)cc3)n2)s1,-4.5,-2.5%,1.2,-8.9,1.7,-14.0%,.,5.9%,1.8%
CC(=O)Nc1ccc(C(=O)NNC(=O)C2C3CCCCC32)cc1 (stereo not given),-0.5,0.4%,-0.9,4.1,1.0,1.4%,2.8,-8.6%,-0.7%
COc1cc(NS(=O)(=O)c2cn(C)cn2)cc(OC)c1OC,7.3,-4.7%,-5.9,7.6,2.5,2.8%,19.4,1.0%,-0.7%
CCc1ccc(CNC(=O)CCCN2C(=O)CCn3nc(-c4cccn4C)cc32)cc1,1.1,-0.9%,.,-14.8,0.2,0.6%,2.2,-6.8%,2.5%
CCOc1ccc(OCCC(=O)OCC(=O)Nc2cc(OCC)c(N3CCOCC3)cc2OCC)cc1,0.9,5.2%,1.1,-14.2,1.2,2.4%,.,-5.3%,-2.3%
CN(C1(C)CCS(=O)(=O)C1)S(=O)(=O)c1cccc([N+](=O)[O-])c1 (stereo not given),-3.6,1.3%,4.8,9.6,3.1,1.2%,11.4,2.3%,0.6%
Cc1cc(C(=O)Nc2ccccc2C#N)n(-c2ccccc2)n1,-1.6,-1.9%,10.6,1.6,2.9,-0.2%,3.8,-3.8%,0.1%
COc1ccc(CNC(=O)C2CCN(S(=O)(=O)c3ccc(SC)cc3)CC2)cc1,-5.9,-1.4%,-25.9,-5.4,4.8,0.5%,-7.5,-3.0%,1.7%
O=C(O)COCC(=O)Nc1ccc(Oc2ncnc3cc(Cl)ccc23)nc1,-1.2,3.6%,-7.0,-20.2,6.1,1.5%,3.9,6.3%,-2.1%
O=C1N(Cc2ccccc2)c2ccccc2C12OCCO2,-4.7,-3.9%,13.7,-17.7,-0.1,0.1%,-4.0,-7.1%,1.4%
COc1ccccc1S(=O)(=O)N(C)C[C@H]1OCc2cnnn2CCCC(=O)N([C@@H](C)CO)C[C@@H]1C,.,-0.1%,.,.,.,3.1%,6.7,-10.4%,.

# Screens: PubChem, National Center for Advancing Translational Sciences (NCATS)

# The list is partial. The share of hits here may be higher or lower than overall.
